From PubChem BioAssay
Epigenetic derep = epigenetic control regulation, reporter derepression | murine LDR cells, GFP reporter derepression, 30 h | Potency, µM (top dose mostly 53.9 µM), for inactives: top-dose GFP activation, usual class: activators | 280,000 tested, 0.2% active; further: potency means the concentration at half of the fitted maximal effect; % of control where 0% means no effect; nearly all actives have a fitted effect of over 60% in size
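Readout is the number of GFP-expressing murine LDR cells, counted by cytometry following washing. Cells were treated with compound for 30 h at 37 C; the stably integrated CMV-GFP locus is normally silent.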
IMPase Li inh = cell-permeable IMPase inhibitors with lithium potentiation | Potency, µM (series often up to 59.4 µM), without a hit: top-dose activity, negative = IMPase inhibition, actives largely listed as inhibitors | 210,000 tested, 0.35% active | CHO-M1 cells, IP1 TR-FRET (IP-One), carbachol + lithium | AID 1457;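 further: IP1 builds up when IMPase is blocked and the TR-FRET signal falls; potency means the concentration at half of the fitted maximal effect; plate controls were basal vehicle for no effect and high inhibitor control for full effect; nearly all actives have a fitted effect of over 50% in size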
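CHO cells stably expressing M1 receptor (2000/well, cultured 16–30 h) treated 30 min at 37C with compound plus low lithium. Cytosolic IP1 by TR-FRET (665/620 ratio and 620 channel) after 10 min lysis; AC50 by Hill fit.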
KinaseGlo FLuc = Kinase-Glo luciferase inhibition (counter-screen); Q27757; Kinase-Glo luciferase, ATP luminescence, 8 min; Potency, µM (top dose mostly 38.3 µM), without a hit: at the top dose activity change, negative = inhibition, actives largely listed as inhibitors; 200,000 tested, 0.28% active; AID 1379; further: potency means the concentration at half of the fitted maximal effect; on the % scale 0 is the no-effect control and ±100 the full control effect; nearly all actives have a fitted effect of over 60% in size
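Light output from Kinase-Glo luciferase with luciferin and 10 uM ATP in 50 mM imidazole pH 7.2, KCl, MgCl2, Tween 20, BSA; compound pin-delivered, 8-min ambient incubation, then luminescence read.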
GLA spleen mod = inhibitors or activators of human alpha-galactosidase in spleen homogenate; P06280; human spleen homogenate, 4MU-alpha-Gal fluorescence, 40 min; Potency, µM (doses to about 80 µM), without a hit: top-dose activity change, negative = inhibition, usual class: inhibitors; 240,000 tested, 0.008% active; AID 2107;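 further: potency means the concentration at half of the fitted maximal effect; 0% = enzyme with vehicle and -100% = no enzyme basal signal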
Target sequence (P06280 32-429 limits assumed): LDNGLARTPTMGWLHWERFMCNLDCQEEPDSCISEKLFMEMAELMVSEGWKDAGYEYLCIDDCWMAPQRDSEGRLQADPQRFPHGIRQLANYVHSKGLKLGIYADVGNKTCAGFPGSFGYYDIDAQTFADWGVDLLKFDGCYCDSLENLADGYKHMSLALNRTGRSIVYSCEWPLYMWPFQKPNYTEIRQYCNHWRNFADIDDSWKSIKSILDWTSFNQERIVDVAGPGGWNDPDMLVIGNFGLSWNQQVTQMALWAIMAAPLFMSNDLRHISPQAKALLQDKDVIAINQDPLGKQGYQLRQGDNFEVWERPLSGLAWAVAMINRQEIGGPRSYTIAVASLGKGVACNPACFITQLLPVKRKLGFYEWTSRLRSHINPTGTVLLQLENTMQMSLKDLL
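Fluorogenic readout (Ex 365/Em 440 nm) of 4-methylumbelliferone released from 1 mM 4-MU-alpha-galactoside by spleen homogenate, 40 min at 37C, pH 5.0. Data normalized to no-enzyme and enzyme controls; Hill-equation AC50 from compound titrations.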
NPSR antag = neuropeptide S receptor (human) antagonism, cAMP | Q6W5P4 | CHO-NPSR cells, cAMP TR-FRET, antagonist mode | Potency, µM (series often up to 38.3 µM), inactives show top-dose activity change, negative = inhibition, hits mostly inhibitors | 220,000 tested, 1% active | AID 1461; further: potency means the concentration at half of the fitted maximal effect; on the % scale 0 is the no-effect control and ±100 the full control effect; nearly all actives have a fitted effect of over 50% in size; many of its hits are not listed in these tables
Target sequence (Q6W5P4 whole entry, looked up): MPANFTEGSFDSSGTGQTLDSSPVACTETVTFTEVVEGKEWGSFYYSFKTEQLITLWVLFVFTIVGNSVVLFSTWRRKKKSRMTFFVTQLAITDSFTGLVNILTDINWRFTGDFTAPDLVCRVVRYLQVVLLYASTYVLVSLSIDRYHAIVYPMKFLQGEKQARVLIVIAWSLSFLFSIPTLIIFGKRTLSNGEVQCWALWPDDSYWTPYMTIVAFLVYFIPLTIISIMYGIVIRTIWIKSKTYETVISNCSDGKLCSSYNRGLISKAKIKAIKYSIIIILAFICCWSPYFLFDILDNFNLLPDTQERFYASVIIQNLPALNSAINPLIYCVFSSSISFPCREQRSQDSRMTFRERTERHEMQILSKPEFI
Lamin A splicing = modulators of lamin A splicing. HeLa LMNA splicing GFP/RFP minigene ratio, 48 h. 200,000 tested, 0.01% active. Potency, µM (top dose mostly 46.1 µM), for the others: top-dose ratio change, negative = inhibition, actives largely listed as inhibitors; active means well fitted inhibition curve with a large enough effect in the signal ratio, with a control signal flat, not every such curve was filed as active; inconclusive means small, poorly fitted or top-dose-only effect, or effect the other way, or a change in a side signal; the % refers to the signal ratio; further: potency means the concentration at half of the fitted maximal effect; on the % scale 0 is the no-effect control and ±100 the full control effect
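S3 HeLa stable clones carrying a lamin A-EGFP splicing minigene plus DsRed2 were seeded at 600 cells/well in Opti-MEM with 2% FBS, pin-dosed and incubated 48 h at 37°C. Acumen cytometry (488 nm) gave the GFP/RFP total-intensity ratio.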
CBFb RUNX1 block = blocks binding between human CBF-beta and RUNX1. Q01196+Q13951. AlphaScreen CBFb-His/RUNX1-biotin binding, biochemical. Potency, µM (doses to about 59.8 µM), for inactives: at the top dose activity, negative = inhibition, actives largely listed as inhibitors. 230,000 tested, under 10 active; further: % of control where 0% means no effect
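Bead-based AlphaScreen assay; binding partners His-tagged CBF-beta and biotinylated RUNX1 at 30 nM each. Compound exposure 15 min after a 20-min protein preincubation; bead step 90 min; all steps at room temperature.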
Numbers without * were called inactive; ? = inconclusive; . = not tested or not shown; & = joins results of further samples; [ ] = another dose, or the depositor's remark. Unless noted, the call rests on the fitted dose curve; in most records, active means well fitted curve in the direction sought with a large enough effect; inconclusive means small, poorly fitted or top-dose-only effect, or another doubt; inactive means no such curve, though single readings can be large; an effect the other way counts as inactive or inconclusive. An excerpt. The share of hits here may be higher or lower than overall.

SMILES,Lamin A splicing,NPSR antag,GLA spleen mod,IMPase Li inh,CBFb RUNX1 block,KinaseGlo FLuc,Epigenetic derep
Cc1cccc(-n2nnc(C(=O)NCc3ccccc3Cl)c2N)c1,.,14%,-1%,-3%,2%,2%,-1.6%
CC(CCc1ccccc1)NC(=O)CSc1ccccc1 (stereo not given),10%,3%,-6%,0%,1%,-3%,0.1%
CCOC(=O)CC(=O)Nc1ccccc1C(=O)O,7%,0%[46.1 µM],-12%,-3%[38.3 µM],-1%,-1%,-1.1%
COc1cccc(-c2nn(-c3ccccc3)cc2/C=C(\C#N)C(=O)NCCCn2ccnc2)c1,?,-8%,10%,10%,-18%,1%,-2.0%
CC(=O)Nc1c(C(=O)N2CCOCC2)sc2nc3c(cc12)COC(C)(C)C3,-7%,-3%[46.1 µM],0%,0%[38.3 µM],12%,-1%,-2.6%
CCc1ccc(NC(=S)Nc2cccc(OC)c2)cc1,-3%[0.0737 µM],-13%[46.1 µM],2%,-20%[38.3 µM],-2%,-3%,-1.8%
N#Cc1cccc(C(c2nnnn2C2CCCC2)N2CCC(Cc3ccccc3)CC2)c1 (stereo not given),-11%,-19%[46.1 µM],-9%,11%,-2%,1%,0.0%
CC(C)NC(=O)CSc1nc2ccccc2c(=O)n1CCCOC(C)C,-1%,-8%[46.1 µM],1%,-7%[38.3 µM],2%,1%,3.0%
CCc1ccc(NC(=O)Nc2cccs2)cc1,-10%,-7%[46.1 µM],-16%,15%[38.3 µM],-12%,-5%,-1.0%
N#C/C(=C(/O)CN1CCOCC1)c1nc2ccccc2s1,4%,-13%[46.1 µM],-7%,37%[activator][38.3 µM],12%,2%,0.0%
O=C(CNC(=O)/C(=C\c1ccccc1)NC(=O)c1ccc(Br)cc1)OCc1ccccc1,4%,?,-4%,-4%[38.3 µM],-1%,-3%,-1.1%
CCc1cccc(CC)c1NC(=O)CCCSc1nc2ccccc2s1,-5%,-28%[46.1 µM],5%,.,-5%,.,-0.9%
CC12CCC(C(=O)NCc3ccccc3Cl)(CC1=O)C2(C)C (stereo not given),-14%[46 µM],-5%,-15%,2%,10%,3%,2.5%
CCCNCC1C(Oc2ccc(Cl)cc2Cl)C(=O)N1c1cccc(C)c1C (stereo not given),?,?,-7%,6%,3%,0%,5.2%
O=C(NCC1CC1)NC(=O)c1c(F)cccc1Cl,.,-15%,6%,.,-2%,.,5.1%
Cc1cc(C)c(C#N)c(SCC(=O)C(C)(C)C)n1,30%,-3%[46.1 µM],-7%,-5%[38.3 µM],-3%,1%,-2.7%
O=C(Nc1nccs1)c1cc(Cl)nc2ccccc12,.,7%,-8%,.,-2%,.,-0.2%
CC1CN(S(=O)(=O)c2ccccc2)CC(C)O1 (stereo not given),14%,-3%[46.1 µM],3%,28%[38.3 µM],7%,-2%,-1.0%
Cc1cc(C)c(C)c(S(=O)(=O)N2CCN(Cc3nc4ccccc4[nH]3)CC2)c1C,3%,-22%[46.1 µM],-1%,4%[38.3 µM],-1%,-4%,1.1%
CC(C)(C)NC(=O)CSc1nc2[nH]ncc2c(=O)[nH]1,12%[46 µM],11%,-1%,-2%,2%,-1%,-0.5%
O=C(Nc1ccccc1)Nc1cccc(C(F)(F)F)c1,.,-16%,2%,14%,13%,1%,-1.1%
Cc1ccc2c(c1)cc(CN(C(=O)N1CCOCC1)C1CCCC1)c1nnnn12,?,14%,3%,-3%,-7%,1%,1.8%
COc1ccc(C)cc1S(=O)(=O)N1CCCCC1,0%,9%,-9%,4%,1%,2%,0.0%
Clc1ncc(CN2CCN(c3ccccc3)CC2)s1,?,-4%,-2%,2%,12%,1%,-0.1%
Cc1cc([N+](=O)[O-])c(C)cc1-c1ccc(/C=N/NC(=O)c2cccnc2)o1,-15%[46 µM],-26%,6%,13%,1%,-1%,-0.4%
COc1ccccc1Nc1ncc(C(=O)N2CCC(C(N)=O)CC2)c2ccccc12,-12%,-3%[46.1 µM],-3%,0%,26%,-1%,0.0%
CCOC(=O)C1CCN(C(=O)CCCCn2c(=O)[nH]c3ccccc3c2=O)CC1,0%,-6%[46.1 µM],3%,0%,9%,8%,1.2%
CCC1Oc2nc(SC)nnc2-c2ccccc2N1C(=O)c1ccccc1 (stereo not given),-11%,-16%[46.1 µM],-2%,3%[38.3 µM],2%,0%,-1.0%
COc1ccc(C)cc1NCc1cccc(OC)c1OC,-4%,-6%[46.1 µM],-8%,8%,-8%,8%,0.9%
O=C1c2ccccc2NC(c2ccccn2)N1c1ccccc1F (stereo not given),-3%,-5%[46.1 µM],-8%,7%,10%,-1%,1.2%
CC(=O)Nc1c(NC(C)(C)C)c2ccccc2oc1=O,-16%[46 µM],-8%,13%,3%,9%,1%,-4.5%
CC(C)CNC(=S)N1CCN(Cc2ccc3c(c2)OCO3)CC1,.,-11%,-1%,3%,7%,4%,1.1%
COC(=O)COc1ccc(NC(=O)C2CCCO2)cc1 (stereo not given),-5%,-6%[46.1 µM],9%,28%[38.3 µM],-5%,0%,-1.1%
CCCn1c(CC)nc([N+](=O)[O-])c1Sc1ccc(C)cc1,-4%,-13%[46.1 µM],2%,8%[38.3 µM],-2%,-9%,5.6%
Cn1nc(-c2ccc(C(=O)NCCO)cc2)c2ccccc2c1=O,.,?,-7%,.,17%,.,-2.4%
O=C(NCc1ccccn1)c1cc(-c2ccccc2)nc2ccccc12,-13%,13%,5%,6%,-16%,-3%,0.0%
CCCCCCC(=O)OCC(=O)c1ccc2c(c1)NC(=O)CO2,1%[9.22 µM],0%,-2%,0%,-1%,-7%,1.1%
COc1ccc(/C=N/OC(=O)c2ccc(Cl)cc2)c(Cl)c1OC,.,-16%,3%,.,4%,.,-2.1%
CCn1c(CNc2ccc(Cl)cc2)nnc1SCC#N,11%[46 µM],7%,-3%,7%,-9%,-4%,-0.2%
CCN(CC)S(=O)(=O)c1cc(C(=O)OCC(=O)c2ccc3c(c2)NC(=O)CO3)ccc1Cl,?,-23%[46.1 µM],5%,15%[38.3 µM],-2%,-2%,-0.7%
COc1ccc(C2Nc3ccccc3C(=O)N2Cc2ccco2)cc1COc1ccc([N+](=O)[O-])cc1 (stereo not given),-6%,?,7%,21%[38.3 µM],-13%,8%,-1.2%
COc1ccc(C2(CNC(=O)Cc3ccc(OC)c(OC)c3)CCOCC2)cc1,-5%,-2%[46.1 µM],-8%,-7%[38.3 µM],-1%,-5%,-1.1%
O=C1C[C@@H](O)[C@@H](O)[C@H]2[C@@H]3C(=O)N(C[C@@H]4CCCO4)C(=O)[C@@H]3CC[C@H]12,.,.,11%&3%[17.5 µM],.,10%&2%[13.1 µM],.,0.0%&0.0%[10.1 µM]
Cc1ccc(C(=O)Nc2cc(Cl)ccc2OC(=O)c2ccc(C)cc2)cc1,6%,-9%[46.1 µM],3%,0%[38.3 µM],6%,0%,2.9%
O=C1Cc2ccccc2Sc2ccccc21,5%,1%[46.1 µM],6%,-23%[38.3 µM],7%,-2%,5.9%
COc1ccc(C(C)=O)cc1COc1nc(C)nc2ccccc12,.,-26%,2%,6%,4%,1%,1.1%
O=C(CCNC(=O)c1ccccc1)Oc1ccc([N+](=O)[O-])cc1,5%,17%,-13%,-1%,-7%,3%,1.8%
Cc1ccc2c(c1)[nH]c1c(=O)n(CCC3=CCCCC3)cnc12,13%,8%[46.1 µM],0%,4%[38.3 µM],4%,-2%,0.0%
O=C1C=C(O)CC(c2ccco2)C1 (stereo not given),-8%,2%[46.1 µM],-3%,1%,-18%,-3%,1.2%
COc1ccc(CCNC(=O)c2c(C)nc3ccccn23)cc1OC,-5%[46 µM],0%,-5%,4%,9%,-1%,-3.5%
CC1=NN(Cc2ccccc2)C(=O)C1,1%,22%,11%,4%,0%,-2%,-3.0%
COc1ccc(NC(=O)C2CCC(C)(C(=O)O)C2(C)C)cc1 (stereo not given),7%,-14%[46.1 µM],2%,-11%[38.3 µM],3%,-2%,-0.7%
COc1cccc2c3c(c(C)nc12)CC(CO)O3 (stereo not given),.,.,3%,2%,13%,0%,-1.1%
CC(CN1CCOCC1)OC(=O)COc1ccc(F)cc1 (stereo not given),1%,-1%[46.1 µM],4%,-5%[38.3 µM],5%,0%,-0.2%
Cc1ccc2nc(NC(=O)CCn3cccc3)sc2c1,?,2%,-14%,7%,-13%,-2%,1.3%
O=S1(=O)C[C@@H](O)[C@@H](Nc2ccc(Cl)cc2)C1,10%,4%[46.1 µM],5%,18%[38.3 µM],-4%,15%,-1.0%
CNC(=O)NC(=O)CSc1ncc(C(F)(F)F)cc1Cl,6%,11%[46.1 µM],8%,17%[38.3 µM],-8%,0%,-1.9%
Cc1cccc(NC(=O)CCNC(=O)c2ccco2)c1,-17%,27%,2%,5%,-2%,0%,1.0%
COCCNC(=O)CN(Cc1cccs1)C(=O)CCC(=O)Nc1nccs1,16%[46 µM],21%,-2%,8%,-6%,1%,1.1%
CCO[C@@H]1OC(C(=O)N2CCN(C)CC2)=C[C@H](c2csc3ccccc23)[C@H]1CCCO,.,-3%,-6%,-10%,10%,.,0.4%

Carrying on.
SMILES,Lamin A splicing,NPSR antag,GLA spleen mod,IMPase Li inh,CBFb RUNX1 block,KinaseGlo FLuc,Epigenetic derep
CCOC(=O)CN1CC23C=CC(O2)C(C(=O)Nc2ccc(OCC)cc2)C3C1=O (stereo not given),-7%,0%[46.1 µM],3%,16%[38.3 µM],16%,-1%,-0.8%
CSCC[C@H](NC(=O)OC(C)(C)C)C(=O)N/N=C/c1ccc2nccnc2c1,.,30%,-5%,.,4%,.,0.0%
O=C(CN1C(=O)CCC1=O)NC(=O)NC1CCCC1,.,-11%,3%,.,7%,.,3.1%
CC(=O)Nc1ccc(NC(=O)COc2ncnc3ccccc23)cc1,.,8%,3%,-1%,-15%,2%,-0.9%
COc1ccccc1Oc1ccc(N/C=C/C(=O)c2ccc(C)o2)cc1,-29%[46 µM],-49%,-2%,15%,-28%,-3%,2.4%
CCC(CO)Nc1ccc(-c2nn(C)c(=O)c3ccccc23)cc1[N+](=O)[O-] (stereo not given),.,-38%,-4%,5%,1%,0%,?
FC(F)Oc1ccc(NC(=S)Nn2cnnc2)cc1,.,12%,-1%,-5%,-3%,.,5.2%
